A549 tox: kills or reduces viability of A549 cells in Nrf2 counter-screen. actives 0.16% (n = 390,000). Potency, µM (titrated, usually from 46 µM), without a hit: at the top dose activity change, negative = cytotoxicity, hits mostly inhibitors. A549 ARE-Fluc cells, CellTiter-Fluor viability, 18-24 h; further: potency means the concentration at half of the fitted maximal effect; on the % scale 0 is the no-effect control and ±100 the full control effect
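Cytotoxicity counterscreen: CellTiter-Fluor fluorescence was measured in A549 ARE_Fluc cells after 18-24 h of compound exposure in a concentration series. The subsequent BugLite luminescent read reports ARE-luciferase activity.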
MmCpn inh: M. maripaludis TRiC chaperonin inhibition. purified Mm-Cpn ATPase, ADP Transcreener TR-FRET. Potency, µM (series often up to 76.9 µM), inactives show top-dose activity, negative = inhibition, usual class: inhibitors. actives 0.031% (n = 330,000); further: potency means the concentration at half of the fitted maximal effect; on the % scale 0 is the no-effect control and ±100 the full control effect; nearly all actives have a fitted effect of over 80% in size
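Purified archaeal chaperonin (25 nM final) was preincubated with compound for 10 min at 37°C, then ATP (10 uM final) was added for 30 min at 37°C in Tris pH 7.4/KCl/MgCl2/DTT buffer. ADP was quantified by HTRF Transcreener TR-FRET.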
pAkt inh: blocks phosphorylation of Akt. Neuro2A IGF-stimulated pAkt S473 HTRF, 20 min; active compounds read low. AID 651550. actives 0.32% (n = 360,000). activity change, % for hits at 50 µM; in the data active means activity change below about -80%; inconclusive means mostly about -51% to -80%; further: on the % scale 0 is the no-effect control and ±100 the full control effect
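Neuro2A cells in DMEM with 0.5% FBS, overnight at 37 deg C, given compound at single 50 µM final, then IGF (6 nM final) for 20 min at 37 deg C. Lysed; phospho-Akt Ser473 by HTRF after 24 h, 665/615 ratio.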
HepG2 viability: HepG2 cytotoxicity, counter-screen for TGF-b inhibitors | HepG2 CAGA-GFP viability, ATP luminescence, 18 h | Potency, µM (doses to about 46.1 µM), for inactives: top-dose activity change, negative = cytotoxicity, most hits filed as cytotoxic | actives 0.76% (n = 410,000); further: potency means the concentration at half of the fitted maximal effect; some results filed as inactive show a strong effect at the top dose
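CellTiter-Glo luminescence gave cytotoxicity after 18 hours at 37 degrees C. The cells were HepG2 CAGA-GFP in 1% FBS DMEM, stimulated with 500 pg/mL TGF-beta after compound addition. %Activity was normalised to no-cell wells (complete cell-killing) and DMSO (no toxicity), and curves were fitted and classified.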
CCT modulator: modulators of cytosolic chaperonin (CCT/TRiC) activity; purified chaperonin ATPase assay, HTRF ADP detection, 30 min; activity change, % (concentration not given with the values), hits read low; actives 0.3% (n = 360,000); AID 651819; in the data active means activity change below about -30%; further: on the % scale 0 is the no-effect control and ±100 the full control effect
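ATPase activity: ADP formed was measured by HTRF Transcreener (665/615 nm ratio) after 30 min at 37 deg C with 10 uM ATP. Compounds screened at one 76 uM concentration against 40 or 20 nM TRiC in Tris pH 7.4/KCl/MgCl2/DTT buffer.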
Nrf2 inh: blocks Nrf2 signaling; A549 ARE-Fluc reporter, luciferase luminescence, 18-24 h; Potency, µM (series often up to 46 µM), without a hit: top-dose activity change, negative = inhibition, usual class: inhibitors; actives 2.1% (n = 360,000); further: potency means the concentration at half of the fitted maximal effect; on the % scale 0 is the no-effect control and ±100 the full control effect; nearly all actives have a fitted effect of over 60% in size
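Nrf2 activity is the BugLite luminescence, read 15 min after reagent at room temperature, following CellTiter-Fluor cytotoxicity readout (30 min, 37C). Compound titrations were applied for 18-24 h to 5000 A549 ARE_Fluc cells/well in 5% FBS OPTI-MEM.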
TGFb SMAD3 inh: inhibitors of TGF-b signaling | HepG2 CAGA-GFP TGF-b/SMAD3 reporter, GFP fluorescence, 18 h; TGF-beta stimulated, 500 pg/mL final | Potency, µM (highest dose often 46.1 µM), for the others: at the highest dose activity, negative = inhibition, hits mostly inhibitors | actives 1.2% (n = 410,000) | AID 588855; further: potency means the concentration at half of the fitted maximal effect; on the % scale 0 is the no-effect control and ±100 the full control effect; nearly all actives have a fitted effect of over 65% in size
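First, reporter cells (HEPG2 CAGA-GFP) rested 2 h at 37 degrees C. Next, compounds were pinned in and TGF-beta added to 500 pg/mL final. After 18 h, GFP was imaged per cell and summed per well.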
Nrf2 ARE act: Nrf2 pathway activation. AREc32 ARE-luciferase reporter (MCF7-derived line), luminescence, 24 h. Potency, µM (doses to about 46.1 µM), without a hit: top-dose activation, usual class: activators. actives 0.31% (n = 410,000); further: potency means the concentration at half of the fitted maximal effect; % of control where 0% means no effect; nearly all actives have a fitted effect of over 65% in size
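AREc32 cells carrying an ARE-driven firefly luciferase reporter were seeded at 1000 cells/well in OPTI-MEM with 5% FBS, then exposed to compound for 24 hr at 37 deg C. Luminescence was read with Steady-Glo after 30 min at RT.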
Abeta yeast res: A-beta toxicity reversal in yeast. actives 0.063% (n = 410,000). Potency, µM (top dose mostly 46.1 µM), without a hit: top-dose growth rescue, hits mostly activators. yeast expressing A-beta42, growth rescue, OD600, 48 h; response scale: 0% DMSO, 100% iron-clioquinol control; further: potency means the concentration at half of the fitted maximal effect; nearly all actives have a fitted effect of over 55% in size
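Yeast A-beta toxicity model in growth medium with pinned compounds, 48 h at 30 C; growth read as absorbance at 600 nm. Normalized to FeCl3/clioquinol equimolar mix (positive) and DMSO (negative).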
Starred values were filed as active, the others as inactive; i = inactive; ? = inconclusive; . = not tested or not shown; & = joins results of further samples; [ ] = dose if it differs, or a comment. Unless noted, the call rests on the fitted dose curve; in most records, active means well fitted curve in the direction sought with a large enough effect; inconclusive means small, poorly fitted or top-dose-only effect, or another doubt; inactive means no such curve, though single readings can be large; an effect the other way counts as inactive or inconclusive.

SMILES | A549 tox | MmCpn inh | pAkt inh | HepG2 viability | CCT modulator | Nrf2 inh | TGFb SMAD3 inh | Nrf2 ARE act | Abeta yeast res
Cc1cccc(OCC(=O)Nc2nc3ccc([N+](=O)[O-])cc3s2)c1C | -3% | 2% | i | 3% | -1.8 | 8% | -6% | 5.1% | -6%
CC(C(=O)Nc1ccccc1)N(C)CCOc1ccccc1 (centres undefined) | -11% | 0% | i | 4% | 0.5 | 2% | 3% | -0.6% | -1%
O=C(NC1CCN(C(=S)NCc2ccco2)CC1)C12CC3CC(CC(C3)C1)C2 | -4% | 1% | i | 8% | 0.8 | -29% | ? | -0.2% | 9%
O=C(O)C1=C(C(=O)O)C2C=CC1C2 | 4% | . | i | 15% | -1.2 | 3% | 14% | 0.5% | 12%
O=C(NCCCN1CCCC1=O)NC1CCCCC1 | 0% | 1% | i | 4% | -2.1 | 19% | -2% | -0.3% | 16%
O=C(Nc1cccnc1)c1cc(-c2ccco2)on1 | 1% | 1% | i | -24% | -1.2 | 14% | 9% | 4.9% | -31%
Cc1nc2nc(CSc3ccc(Cl)cc3)cc(=O)n2[nH]1 | -8% | 0% | i | 6% | -2.6 | 4% | ? | 0.1% | 33%
O=C(N/N=C/c1ccc2cccnc2c1)c1ccco1 | -7% | 4% | i | -8% | 0.3 | ? | 0% | 1.7% | -10%
C=CCN(C(=O)Nc1ccccc1)C1CC(=O)N(c2ccc(OC)cc2)C1=O (centres undefined) | 0% | 1% | i | -14% | -3.0 | -17% | 36% | -0.4% | 1%
COC[C@H]1CCCN1c1ccc2c(c1)O[C@H](COCc1ccccc1)CN([C@H](C)c1ccccc1)S2(=O)=O | . | . | i | . | 0.1 | . | . | -0.6% | -5%
CCOc1ccc2c(c1)-c1c(ssc1=S)C(C)(C)N2C(=O)c1ccco1 | -16% | -1% | i | 12% | -0.4 | ? | 0% | 5.1% | -22%
CCOC(=O)c1ccc2[nH]c3ccccc3c2c1 | -1% | -1% | i | -24% | 0.4 | 23% | 1% | ? | 1%
Cc1ccc2cccc(NC(=O)c3cccc4c(Cl)cccc34)c2n1 | 3% | . | . | 2% | . | -2% | 16% | -0.1% | -4%
NC(=O)C1CCN(S(=O)(=O)c2cccc(S(=O)(=O)N3CCCCC3)c2)CC1 | 18% | -1% | i | -4% | 2.1 | 1% | -13% | -0.2% | 8%
CC(C)=CC(=O)Nc1nc2ccc([N+](=O)[O-])cc2s1 | 0% | -4% | i | 4% | -2.1 | ? | -22% | 11% | -12%
CC(=O)c1ccc2c3c(cccc13)C(=O)N(c1c(C)nn(C)c1C)C2=O | -13% | 0% | i | 27% | -1.8 | . | 38% | -1.3% | -8%[9.22 µM]
Fc1ccccc1Cn1nnc2c(NCCc3ccccn3)ncnc21 | 1% | -1% | i | 4% | -0.7 | 5% | 0% | -0.2% | -4%
COc1ccccc1CNC(=O)Cn1c(=O)ccc2cc(S(=O)(=O)N3CCCC3)ccc21 | -3% | . | . | -10% | . | . | -1% | -0.1% | -10%
COc1ccc(NC(=O)c2cc(CN3C(=O)c4ccccc4C3=O)ccc2OC)cn1 | -16% | 0% | i | -30% | -3.5 | ? | -4% | 0.4% | 5%
CCCn1nnnc1NC(=O)COc1ccc(Cl)cc1C | -16% | 1% | i | -28% | -2.2 | 13µM* | -27% | 0.7% | ?
CNC(=S)N(Cc1ccccc1)Cc1cccnc1 | 0% | -2% | i | -10% | -2.1 | 0% | 6% | -0.1% | -8%
O=C(O)Cn1cc(/C=C/[N+](=O)[O-])c2ccccc21 | -23% | 0% | i | 11% | -2.3 | -11% | -22% | 3.0% | 6%
CCCc1nc(SCC(=O)Nc2cc(C)on2)c2c(=O)n(C)c(=O)n(C)c2n1 | -17% | -1% | i | 3% | 0.8 | ? | 4% | -0.2% | 5%
Cc1cc(C(=O)OCC(=O)c2ccc(Cl)c([N+](=O)[O-])c2)c2cccc(C)c2n1 | -1% | -1% | i | 3% | 0.7 | -1% | 1% | 0.0%[9.22 µM] | -9%
COc1ccc(NC(=O)CSc2ncc(-c3ccc(F)cc3)n2Cc2ccco2)cc1 | -17% | 1% | i | -44% | -0.8 | 16µM* | ? | 1.7% | -8%
COC(=O)c1ccc(S(=O)(=O)NCc2ccccn2)n1C | -10% | 3% | i | 0% | 3.2 | -1% | -7% | -0.9% | 12%
CN(c1ccccc1)S(=O)(=O)c1ccc2ccccc2c1 | 4% | 0% | i | 0% | -2.0 | 7% | -18% | -1.2% | 8%
Cc1cc(Cl)ccc1OCC(=O)NNC(=O)c1cccs1 | 2% | . | i | 17% | -0.7 | 16% | 2% | 2.6% | -19%
O=C(NC1CCCC1)c1c[nH]c2ccc(S(=O)(=O)Nc3cccc(C(F)(F)F)c3)cc2c1=O | 8% | . | . | -66% | . | ? | ? | -1.0% | -14%
O=C(NCC1CCCO1)C1CC(=O)N(c2cccc(Cl)c2)C1 (centres undefined) | 0% | 2% | i | -6% | 1.7 | 6% | -2% | -0.1% | -1%
OC(COCc1ccc(Cl)cc1)CN1CCN(c2ccccn2)CC1 (centres undefined) | 15% | 1% | i | -5% | -9.0 | 8% | 24% | -0.3% | -14%
O=C(CCc1nc(-c2ccc(Cl)cc2)no1)NC1CCCCC1 | -10% | 2% | i | 3% | -0.7 | ? | 0% | -0.2% | 17%
Cc1ccc(Nc2c(-c3ccc(N4CCOCC4)cc3)nc3cccc(C)n23)cc1 | 3% | . | . | -3% | . | ? | 5% | -0.3% | -11%
Cc1ccc2nc(CN3CCN(S(=O)(=O)c4ccccc4)CC3)oc2c1 | 1% | . | . | -19% | . | . | -25% | 7.4% | 3%
COC(=O)C[C@H](NC(=O)Cn1cnc2c(NCc3ccccc3)ncnc21)C(=O)OC | -4% | 0% | i | 4% | -0.6 | 13% | 19% | -0.7% | 3%
O=C(NCCN1CCCCC1)c1cccc2c1C(=O)c1ccc(N3CCCC3)cc1S2(=O)=O | -16% | 1% | i | -19% | -1.4 | ? | 7% | -0.3% | -3%
CCOC(=O)c1cc(-c2ccc(F)cc2)n(CCC(=O)NC2CCC(C)CC2)c1C (centres undefined) | -16% | . | . | -29% | . | . | -14% | 4.4% | -35%[inhibitor]
O=C1/C(=C/c2cccnc2)Oc2cc(OS(=O)(=O)c3ccccc3)ccc21 | 14% | 2% | i | -34% | -0.5 | . | ? | 6.9% | -15%
O=c1nc(/C=C/c2ccc(O)c(O)c2)oc2ccccc12 | -26% | -1% | i | 9% | -0.7 | ? | 12% | 14% | -10%
COc1cc2nc(NCC3CCCO3)n3nc(-c4cccnc4)nc3c2cc1OC (centres undefined) | 2% | 2% | i | 1% | -2.7 | . | -18% | -0.1% | -3%

3 of the compounds above, with tabs.
compound	A549 tox	MmCpn inh	pAkt inh	HepG2 viability	CCT modulator	Nrf2 inh	TGFb SMAD3 inh	Nrf2 ARE act	Abeta yeast res
O=C1/C(=C/c2cccnc2)Oc2cc(OS(=O)(=O)c3ccccc3)ccc21	14%	2%	i	-34%	-0.5	.	?	6.9%	-15%
COc1cc2nc(NCC3CCCO3)n3nc(-c4cccnc4)nc3c2cc1OC (centres undefined)	2%	2%	i	1%	-2.7	.	-18%	-0.1%	-3%
OC(COCc1ccc(Cl)cc1)CN1CCN(c2ccccn2)CC1 (centres undefined)	15%	1%	i	-5%	-9.0	8%	24%	-0.3%	-14%

More compounds:
SMILES | A549 tox | MmCpn inh | pAkt inh | HepG2 viability | CCT modulator | Nrf2 inh | TGFb SMAD3 inh | Nrf2 ARE act | Abeta yeast res
CC(C)C[C@@]12C(=O)N(c3cccc(Cl)c3)C(=O)N1[C@H](c1ccc(Cl)cc1)[C@@H]1C(=O)N(C3CCCCC3)C(=O)[C@@H]12 | -2% | 0% | i | -11% | -2.7 | 4% | -13% | -0.4% | 3%
CC(C)COP(=O)(OCC(C)C)C(Nc1ccccc1)c1ccc2c(c1)OCO2 (centres undefined) | -4% | 1% | i | -14% | -2.4 | ? | ? | 3.5% | 3%
COc1ccccc1CNC(=O)Cc1c(C)c2c(cc(C)c3c(C)coc32)oc1=O | 10% | . | . | 1% | . | 8% | -1% | 0.1% | 0%
CCN(CC)CCN1C(=O)Cn2c(C)c(C)c3cccc1c32 | ? | 2%&3% | ? | -28%&-39% | -1.9&-0.8 | 15%&11% | ? | -0.1%&0.2% | -10%&-8%
O=C(C1CCCO1)N(c1ccc(F)cc1)C1C=CS(=O)(=O)C1 (centres undefined) | -4% | 0% | i | -3% | -2.4 | 16% | -4% | 0.1% | -5%
COC(=O)c1cc2occc2n1Cc1ccc(F)cc1Cl | 9% | . | . | -22% | . | ? | 22% | -0.6% | -7%
O=C(Nc1ccccc1C(F)(F)F)c1cc2ccccn2n1 | 3% | . | . | -22% | . | 0% | 1% | 17% | -8%
COc1ccc(CN(C)CC(=O)NC(=O)Nc2ccccc2F)cc1 | 10% | -1% | i | 1% | -2.2 | 0% | 10% | 2.7% | -20%
Cc1ccc(C)c(OCC(=O)NCC(c2ccco2)N2CCCCC2)c1 (centres undefined) | -7% | 1% | i | -20% | -1.7 | -14% | -12% | 0.4% | 5%
CSc1cccc(NC(=O)CSc2nc3ccccc3o2)c1 | 0% | 1% | i | 1% | 2.6 | ? | 1% | 4.5% | -16%
COc1cccc(CNC(=O)c2cccc(NC3=NC4CS(=O)(=O)CC4S3)c2)c1 (centres undefined) | 1% | -1% | i | -2% | 0.0 | 0% | -10% | -1.0% | 4%

Assay outcomes from PubChem BioAssay.
